FBA Mtb inh: Mtb FBA enzyme inhibitors, primary screen, biochemical, fluorescence, strain H37Rv. purified M. tuberculosis FBA, fluorescence read-out. 360,000 compounds, 2.3% hits. Fructose-bisphosphate aldolase (Mycobacterium tuberculosis (strain ATCC 25618 / H37Rv)), …. inhibition, % at 1 µM; in the data active means inhibition above about 27%;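 further: 0% = vehicle and 100% = reference inhibitor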
Target sequence (P9WQA3 whole entry, looked up): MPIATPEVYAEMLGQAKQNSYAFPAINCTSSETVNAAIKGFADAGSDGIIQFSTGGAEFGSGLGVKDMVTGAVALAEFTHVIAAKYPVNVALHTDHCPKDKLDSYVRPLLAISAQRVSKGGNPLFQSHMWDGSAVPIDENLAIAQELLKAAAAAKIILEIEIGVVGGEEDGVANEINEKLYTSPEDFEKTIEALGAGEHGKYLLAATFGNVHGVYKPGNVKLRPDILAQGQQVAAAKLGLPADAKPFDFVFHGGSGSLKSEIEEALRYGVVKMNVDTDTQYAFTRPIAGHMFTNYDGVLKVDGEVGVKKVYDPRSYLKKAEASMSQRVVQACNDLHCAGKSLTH
PfHsp40 rescue: rescue of yeast from PfHsp40 toxicity, primary screen, S. cerevisiae, ATP luminescence. 340,000 compounds, 0.68% hits. S. cerevisiae expressing PfHsp40, growth rescue. growth rescue, % at 12.5 µM; in the data active means growth rescue above about 28%, passing the limit was not always enough;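 further: yeast W303a lacking pdr1 and pdr3 grown in galactose medium; growth measured after three days at 30 °C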
UGM FP inh: M. tuberculosis UGM enzyme inhibitors, primary screen, biochemical, fluorescence polarization, single point; UDP-galactopyranose mutase (Mycobacterium tuberculosis (strain ATCC 25618 / H37Rv)), …; purified UGM, fluorescence polarization probe displacement; inhibition, % at 10 µM; 320,000 compounds, 0.06% hits; in the data active means inhibition above about 10%, passing the limit was not always enough
Target sequence (P9WIQ1 whole entry, looked up): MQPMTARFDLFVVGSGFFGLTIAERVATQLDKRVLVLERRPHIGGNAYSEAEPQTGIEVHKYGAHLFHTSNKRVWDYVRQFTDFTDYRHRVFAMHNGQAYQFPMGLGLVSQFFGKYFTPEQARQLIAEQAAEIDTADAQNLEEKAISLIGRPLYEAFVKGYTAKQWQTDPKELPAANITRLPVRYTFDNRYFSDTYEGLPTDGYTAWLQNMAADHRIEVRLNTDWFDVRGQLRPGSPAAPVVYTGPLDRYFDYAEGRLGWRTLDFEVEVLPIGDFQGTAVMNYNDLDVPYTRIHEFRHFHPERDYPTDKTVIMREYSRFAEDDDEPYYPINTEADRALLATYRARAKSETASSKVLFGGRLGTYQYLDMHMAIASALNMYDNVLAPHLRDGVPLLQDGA
TcdB inh: TcdB glycohydrolase inhibitors, primary screen, biochemical, single point, plate reader; Toxin B (Clostridioides difficile), P18177; TcdB glycohydrolase enzymatic assay; inhibition, % at 9.99 µM; 350,000 compounds, 0.24% hits; AID 652162, 2013; in the data active means inhibition above about 10%
BioA inh: M. tuberculosis BioA enzyme inhibitors, primary screen, biochemical, plate reader, single point, HTS | 7,8-diaminopelargonic acid synthase BioA (Mycobacterium tuberculosis) | AID 602481, 2012 | 360,000 compounds, 0.096% hits | inhibition, % at 9.99 µM | purified M. tuberculosis BioA enzyme; in the data active means inhibition above about 40%
FadD28 binding: inhibitors of FadD28 bisubstrate probe binding, primary screen, biochemical, fluorescence polarization, single point; Mycobacterium tuberculosis FadD28 fatty-acid-AMP ligase; inhibition, % at 12.5 µM; 360,000 compounds, 0.22% hits; AID 588549, 2011; in the data active means inhibition above about 8.5%, passing the limit was not always enough
Vc quorum ag: inducers of Vibrio cholerae quorum light production without autoinducers, primary screen, BH1578 luxS cqsA deficient, single point; V. cholerae BH1578 lux reporter, luminescence, 6 h; activation, % at 18.7 µM; 350,000 compounds, 0.16% hits; in the data active means activation mostly above about 9.7%, no sharp cut-off; further: not every result past the cut was called active; inactives centre near 0; reference of the scale not given here
Y pestis TopoI: Yersinia pestis topoisomerase I inhibitors, primary screen, biochemical, cleavage product accumulation, plate reader, single point | 360,000 compounds, 0.064% hits | activity, % at 10 µM | Y. pestis Topo-I cleavage product accumulation | AID 504884, 2011; in the data active means activity above about 50%, passing the limit was not always enough; further: inactives centre near 2
GDH-TPI counter: GDH-TPI coupling enzyme inhibitors, primary screen, artefact control for M. tuberculosis FBA inhibitor project, biochemical, absorbance, full deck; 360,000 compounds, 1.2% hits; inhibition, % at 4.8 µM; GDH-TPI coupled enzyme counterscreen, NADH absorbance; AID 588335, 2011; in the data active means inhibition above about 30%;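 further: 0% = DMSO wells and 100% = wells lacking the enzyme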
Active calls of the source: *; i = inactive; . = not tested or not shown; + = active, no number; & = joins results of further samples.

SMILES	FBA Mtb inh	PfHsp40 rescue	UGM FP inh	TcdB inh	BioA inh	FadD28 binding	Vc quorum ag	Y pestis TopoI	GDH-TPI counter
COc1cc(OC)cc(C(=O)N(CN2CCCC2=O)c2ccccc2OC)c1	-1	1.0	-2.0	.	.	-0.2	5.3	5	8
CC(C)(C)OC(=O)COc1cc(F)ccc1[N+](=O)[O-]	1	-0.2	-2.7	1.3	-2.1	-3.6	-0.6	9	0
Cc1ccnc(SCC(=O)c2cccc([N+](=O)[O-])c2)n1	-1	-0.8	0.4	0.6	.	-2.6	-0.2	-2	-4
COc1ccc2nc(C)cc(Nc3ccc(N4CCN(C)CC4)cc3)c2c1	-1	-1.3	0.9	-8.2	0.3	-0.8	-0.6	-15	23
CCc1cc(=O)oc2cc(OC(=O)c3ccco3)ccc12	+	0.0	-0.6	0.0	-1.0	.	-0.1	5	3
CCN1C(=O)C(CC(=O)Nc2ccc(OC)cc2)N(CCc2ccccc2)C1=S (stereo unspecified)	-1	2.2	2.0	1.5	.	-1.4	0.5	8	1
CN(CC(O)CN1CCOCC1)S(=O)(=O)O (stereo unspecified)	-1&-3	-1.4&-0.9	-0.8&0.8	0.6&1.8	-1.5	-4.0&-2.5	-0.7&-0.3	-9&6	-5&-8
CC1Cc2cc(S(=O)(=O)N3CCC(C(=O)Nc4ccccn4)CC3)ccc2N1C(=O)C1CCC1 (stereo unspecified)	2	-0.6	-2.8	1.1	0.7	-1.4	-0.2	14	-2
O=C(OCc1ccc(Cl)cc1Cl)c1cccnc1Cl	-2	3.3	-3.1	.	.	-5.4	-0.4	7	-6
O=C(C[n+]1ccccc1)Nc1c(Cl)cc(Cl)cc1Cl	-3	0.0	0.9	1.3	.	-0.3	0.4	0	-3
O=C(O)CN1C(=O)/C(=C\c2cccc(OCc3ccccc3)c2)SC1=S	-1	7.1	2.4	-1.1	2.7	-0.4	i	20	17
Cc1ccc(O)c(NC(=O)c2cc(-c3ccc(F)cc3)on2)c1	-3	0.2	-3.4	0.0	1.1	-0.3	0.8	-1	-3
O=C(N/C(=C/c1ccc(Br)cc1)C(=O)N1CCCC1=O)c1ccco1	2	-1.0	-2.6	-0.2	.	-1.1	i	9	9
O=c1cc(CSc2ccccn2)nc(N2CCN(c3ccccc3)CC2)[nH]1	1	0.4	-1.3	.	-1.4	-2.6	-0.3	-8	5
COC(=O)c1ccc(OCC2c3cc(OC)c(OC)cc3CCN2C(C)=O)cc1 (stereo unspecified)	-2	-0.6	1.9	1.8	7.6	-2.5	i	4	-3
CCN(CC)CCCNC(=O)CCn1nc(-c2ccc(Cl)cc2)ccc1=O	0	-0.7	2.8	0.9	-1.1	1.6	-0.3	-3	-2
Cc1ccccc1C(=O)NCC(=O)OC(C)C(=O)Nc1cccc(S(=O)(=O)N2CCOCC2)c1 (stereo unspecified)	0	0.1	1.9	2.7	-1.0	-0.7	i	-8	6
O=C(COC(=O)c1cncc(Br)c1)NC12CC3CC(CC(C3)C1)C2	-3	.	-0.5	0.7	-2.4	-6.0	-0.6	10	4
O=c1ccc2cc(S(=O)(=O)N3CCN(c4ccc(Cl)cc4)CC3)ccc2o1	-1	0.3	0.1	2.4	-0.5	-0.1	i	4	-1
COc1ccc(NC(=O)N(C)C[C@H]2OCCCC[C@H](C)Oc3ccc(NC(=O)Nc4ccc5c(c4)OCO5)cc3C(=O)N([C@@H](C)CO)C[C@@H]2C)cc1	1	.	.	-0.4&0.9	-1.2&-1.2	-2.6	-0.2	14	-8

An excerpt from above, reduced to Y pestis TopoI:
compound | Y pestis TopoI
O=C(N/C(=C/c1ccc(Br)cc1)C(=O)N1CCCC1=O)c1ccco1 | 9
COC(=O)c1ccc(OCC2c3cc(OC)c(OC)cc3CCN2C(C)=O)cc1 (stereo unspecified) | 4

Look-ups from the list:
Entry for `Cc1ccc(O)c(NC(=O)c2cc(-c3ccc(F)cc3)on2)c1` in TcdB inh: 0.0
Entry for `CC(C)(C)OC(=O)COc1cc(F)ccc1[N+](=O)[O-]` in GDH-TPI counter: 0

Additional compounds.
SMILES	FBA Mtb inh	PfHsp40 rescue	UGM FP inh	TcdB inh	BioA inh	FadD28 binding	Vc quorum ag	Y pestis TopoI	GDH-TPI counter
O=C(N/C(=C\c1ccc([N+](=O)[O-])cc1)C(=O)N1CCCCC1)c1ccccc1	3	3.3	4.7	0.8	.	-1.5	1.7	11	15
O=C(N/N=C/c1ccc(OCC(=O)N2CCCCC2)cc1)c1ccccc1	4	0.2	2.6	.	-0.2	0.3	7.1	-4	18
C=C(C)Cn1c(-c2ccncc2)n[nH]c1=S	3	-0.3	2.0	4.4	.	-1.1	-0.5	9	1
CC(=O)Nc1cccc(N=NN2CCCCC2)c1	-2	-0.6	2.5	0.5	-0.2	-1.2	-0.3	2	3
NC(=O)c1ccccc1NCC(=O)c1ccc(F)cc1	31*	0.0	1.4	0.7	.	-2.6	i	0	-4
Cc1ccccc1NC(=S)NCc1ccc(Cl)cc1	2	-1.1	1.3	0.1	.	-2.6	-0.4	7	-8
Cc1ccc(C(=O)/C=C/C(=O)O)cc1	1	5.2	1.7	.	-1.7	-0.8	-0.2	-3	7
Cc1cc(C)c(N=C2C(=O)Nc3ccccc32)c(C)c1	5	-0.3	-4.9	0.4	-0.1	0.4	-0.4	11	1
CCOc1ccc(CCNC(=O)C2(c3ccccc3)CC2)cc1OCC	0	0.6	-0.1	0.1	0.3	-2.2	0.0	1	-2
CCOc1ccc(-c2c[n+](=O)c3c(n2[O-])CCCC3)c(OCC)c1	0	1.4	1.3	.	3.2	-2.4	i	4	8
Cc1c(Cl)cccc1NC(=O)CNC(=O)c1ccc2c(c1)OCCO2	3	-1.0	-0.2	0.2	0.6	-1.2	-0.3	-7	7
CCN1CCN(C(=O)c2oc(=O)c3ccccc3c2-c2ccc(C)cc2)CC1	2	-0.6	0.4	-0.1	-0.7	-2.2	-0.2	-3	-4
CC1=C(C(=O)N(C)C)CC(CC(=O)NC2CCCC2)C(=O)N1CCC1=CCCCC1 (stereo unspecified)	6	.	.	-4.1	-1.1	-0.7	i	8	13
COc1ccc(CC(=O)N2CCCC(C)C2)cc1 (stereo unspecified)	-5	-0.3	-1.8	.	-3.2	0.2	i	-10	15
COC(=O)c1ccc(CSc2ncnc3sc(C)c(C)c23)o1	0	-0.8	0.2	.	.	-0.2	1.7	2	9
O=C(NCc1ccccc1)C1CCN(S(=O)(=O)c2cccc3cccnc23)CC1	2	-0.4	.	-7.1	-0.6	-1.2	-0.4	6	8
CCOC(=O)c1c(-c2ccc(OC)cc2)csc1/N=C/C1=C(O)CCCC1=O	-8	-1.1	.	.	.	-0.1	-0.1	14	-4
CC1CCN(CCc2nc3cc(NC(=O)COc4ccccc4)ccc3n2C)CC1	6	0.9	0.9	0.6	-0.6	0.5	-0.3	9	0
O=C(O)c1cccc2c1Oc1ccccc1S2(=O)=O	0	-0.6	.	0.7	-0.8	-0.5	i	1	2
Cc1ccc(S(=O)(=O)NCCc2nnc3ccc(N4CCOCC4)nn23)cc1	1	.	.	-0.1	-6.4	0.5	-0.7	-2	6

Overlap with the part before: 5 compounds; new compounds follow.
SMILES	FBA Mtb inh	PfHsp40 rescue	UGM FP inh	TcdB inh	BioA inh	FadD28 binding	Vc quorum ag	Y pestis TopoI	GDH-TPI counter
O=C(NCc1ccccc1)C1CCN(S(=O)(=O)c2cccc3cccnc23)CC1	2	-0.4	.	-7.1	-0.6	-1.2	-0.4	6	8
CCOC(=O)c1c(-c2ccc(OC)cc2)csc1/N=C/C1=C(O)CCCC1=O	-8	-1.1	.	.	.	-0.1	-0.1	14	-4
CC1CCN(CCc2nc3cc(NC(=O)COc4ccccc4)ccc3n2C)CC1	6	0.9	0.9	0.6	-0.6	0.5	-0.3	9	0
O=C(O)c1cccc2c1Oc1ccccc1S2(=O)=O	0	-0.6	.	0.7	-0.8	-0.5	i	1	2
Cc1ccc(S(=O)(=O)NCCc2nnc3ccc(N4CCOCC4)nn23)cc1	1	.	.	-0.1	-6.4	0.5	-0.7	-2	6
O=C(NCCN1CCOCC1)/C(=C/c1ccco1)NC(=O)c1ccccc1	-2	1.1	-0.1	1.4	-0.6	-1.5	i	4	13
O=C(N/C(=C\c1ccco1)C(=O)N1CCOCC1)c1ccccc1Cl	1	0.0	-3.0	-1.4	-0.4	-1.0	-1.2	4	1
CC(C(=O)Nc1ccc(N(C)C)cc1)N1C(=O)c2ccccc2S1(=O)=O (stereo unspecified)	-1	2.2	-0.3	0.4	-0.8	0.0	-0.7	-2	-1
Cc1ccc(N2CC(C(=O)OCc3ccccc3F)CC2=O)cc1 (stereo unspecified)	6	0.2	4.3	.	0.7	-1.2	-1.6	8	9
CC(C)C12CN3CC(C(C)C)(CN(C1)C3c1ccccc1)C2O (stereo unspecified)	-3	-0.3	1.0	0.6	-0.9	-0.5	i	3	13
CCOC(=O)CC(NC(=O)c1cc2cc(Br)ccc2oc1=O)c1cccc([N+](=O)[O-])c1 (stereo unspecified)	-1	-1.1	.	.	0.0	-0.7	-0.2	9	5
CC1CCCCN1C(=O)c1ccc(S(=O)(=O)N2CCCCC2C)cc1 (stereo unspecified)	-1	-0.3	-2.5	.	0.1	-2.4	.	0	2
O=C1C(Cl)=C(Nc2ccccc2O)C(=O)N1CCc1ccccc1	-3	142*	1.0	.	-1.1	-4.6	-0.3	-7	0
Cc1ccc(/C=C/C(=O)Nc2nccs2)o1	1	5.6	2.4	-1.2	-2.4	-0.7	-0.5	7	52*
O=C(OC1CCOC1=O)C1CCN(S(=O)(=O)c2c(Cl)cccc2Cl)CC1 (stereo unspecified)	0	0.4	-5.3	1.6	0.9	-4.0	i	2	-2
O=C(CCc1nnc(CCCCc2ccccc2)o1)N1CCCCC1CCO (stereo unspecified)	1	-0.2	-3.7	0.9	0.2	-2.9	0.1	15	-7
O=C(CCN1C(=O)c2ccccc2C1=O)C1=NN[C@@H]2C(=O)N(c3ccc4c(c3)OCCO4)C(=O)[C@H]12	-1	.	1.0	2.2	0.7	-0.3	i	6	6
Cc1ccc(N2C(=O)C3C=NNC3C2=O)cc1 (stereo unspecified)	-2	-1.1	0.4	-0.3	.	-2.9	i	-6	-2
CC(C)(Oc1ccc(Cl)cc1)C(=O)NCc1ccncc1	-1	0.2	-0.3	.	-0.2	-1.9	i	5	-13
CCCCNC(=O)CSc1nc2cc3c(cc2c(=O)n1CCC(=O)NCCc1ccc(OC)c(OC)c1)OCO3	0	0.5	1.8	0.2	.	-4.7	-0.7	-3	-9
CC(C)NC(=O)Nc1ccc2c(c1)CC(=O)N([C@@H](C)CO)C[C@H](C)[C@@H](CN(C)C(=O)NC1CCCCC1)O2	-2	-0.8	-0.9	-0.5&0.8	-11&-1.2	-2.5	-6.7	-8	1
COc1ccc(N(CC(=O)NC2CCCCC2)C(=O)c2ccc(C)s2)cc1OC	0	-0.8	1.5	0.1	0.1	-1.6	-0.2	4	5
COc1ccccc1CCC(=O)Nc1cccc(S(=O)(=O)N2CCCCCC2)c1	-2	-0.1	1.0	1.2	.	-0.5	i	21	-1
CCC(=O)Nc1cc(-c2nc3ncccc3o2)ccc1Cl	8	-1.7	0.8	1.1	-2.8	-1.1	-0.4	-12	8
CCOC(=O)c1c(CN(CC)CC)oc2ccc(OC)cc12	7	-0.7	-1.8	.	3.5	-0.6	-0.6	4	8
O=C(N/N=C/c1cccc([N+](=O)[O-])c1)c1cc2c(ccc3ccccc32)o1	2	-0.5	1.5	0.9	-0.6	-0.5	.	1	-1
CCOc1ccc(NC(=O)COc2ccc(N3CC(C(N)=O)CC3=O)cc2)cc1 (stereo unspecified)	1	1.0	.	-0.5	-1.4	-1.0	-3.2	14	8
COCc1c(C(=O)N/N=C/c2ccc(C)o2)nnn1-c1nonc1N	-3	0.1	0.6	-0.8	-1.1	-4.8	-0.4	6	38*
